Screens (PubChem BioAssay)
CXXC DNA block = inhibitors of human MLL CXXC domain-DNA interaction; MLL-CXXC / FITC-HOXA9 DNA fluorescence polarization; 290,000 tested, 0.037% active; Potency, µM (top dose mostly 115 µM), for inactives: at the highest dose activity change, negative = inhibition, hits mostly inhibitors; Q03164; AID 2662; active = well fitted inhibition curve with a large enough effect in the polarisation, with a control signal flat, not every such curve was filed as active; inconclusive = small, poorly fitted or top-dose-only effect, or effect the other way, or a change in a side signal; inactive = no such curve, though single readings can be large or run the other way; the % refers to the polarisation; also: potency is read from the fitted curve at half-maximal effect
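Fluorescence polarization: 7 uM MLL-CXXC (stock) preincubated 5 min with compounds, then 50 nM fluorescein-HOX-A9 DNA (stock) added; 30 min ambient. Buffer 50 mM Tris-HCl pH 7.5, 50 mM NaCl, 1 mM DTT, 0.05% BSA.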
GALK inhibitor = inhibitors of human galactokinase; Potency, µM (series often up to 57.5 µM), without a hit: top-dose activity change, negative = inhibition, most hits filed as inhibitors; 270,000 tested, 0.007% active; P51570; Purified GALK, Kinase-Glo residual ATP luminescence; AID 1868; also: potency is read from the fitted curve at half-maximal effect; % is scaled to controls: 0 for no effect and ±100 for the full control effect
Target sequence (P51570 whole entry, looked up): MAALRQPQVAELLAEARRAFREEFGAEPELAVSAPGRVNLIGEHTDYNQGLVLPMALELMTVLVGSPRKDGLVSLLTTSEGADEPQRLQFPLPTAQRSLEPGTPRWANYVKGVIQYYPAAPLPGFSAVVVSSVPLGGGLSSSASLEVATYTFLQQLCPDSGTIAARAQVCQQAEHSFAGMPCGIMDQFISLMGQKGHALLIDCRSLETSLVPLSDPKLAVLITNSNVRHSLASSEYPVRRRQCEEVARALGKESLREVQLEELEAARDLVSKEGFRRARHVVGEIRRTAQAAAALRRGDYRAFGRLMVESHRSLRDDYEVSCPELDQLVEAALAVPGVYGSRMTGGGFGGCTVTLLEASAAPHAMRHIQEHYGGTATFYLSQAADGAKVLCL
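GALK at 5 nM final was combined with compound, 35 uM ATP and 100 uM galactose in HEPES pH8.0 with MgCl2 and DTT. The reaction ran one hour at room temperature before luminescent ATP detection.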
KCNH2 3.1 inh = KCNH2 3.1 (human) potassium channel inhibition. activity change, % (tested at about 1.8 µM). U2OS KCNH2 3.1, thallium flux FluxOr; active compounds read low. 340,000 tested, 0.95% active;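 active = maximum activity change below -70%; inconclusive = maximum activity change from -70% to -50%; inactive = maximum activity change above -50%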;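 also: thallium influx rate constant from kinetic fluorescence after stimulation buffer; % is scaled to controls: 0 for no effect and ±100 for the full control effect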
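Normalized rate constant (relative to positive and negative DMSO controls) derived from a 2 min kinetic fluorescence read after stimulation; U2OS cells expressing the 3.1 isoform via virus at 1.77 x 10^8 /mL.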
A-T KAP1 phos = candidate therapy for ataxia-telangiectasia | Potency, µM (titrated, usually from 57.5 µM), for the others: top-dose activation, actives largely listed as activators | 320,000 tested, 0.19% active | […] A-T fibroblasts, KAP-1 phosphorylation AlphaLISA; neocarzinostatin DNA damage 30 min before lysis; also: potency is read from the fitted curve at half-maximal effect; % of control where 0% means no effect; nearly all actives have a fitted effect of over 45% in size
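ATM-like activity read as KAP-1 phosphorylation via AlphaLISA donor/acceptor antibody pairs after lysis and 6 hr at 25C. Cells were ATM-null patient fibroblasts ([…], hTERT), dosed 60 min, then exposed to the DSB inducer NCS for 30 min.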
FBPA coupling cs = coupling enzyme interference in Giardia aldolase counter-screen; coupling enzyme system counterscreen, AmpLite Red fluorescence; AID 2472; activity change, negative = inhibition, % at 58.2 µM, hits read low; 290,000 tested, 0.67% active; in the data active = activity change below about -30%; also: % is scaled to controls: 0 for no effect and ±100 for the full control effect
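Final compound at 57.5 uM, incubated 10 min at RT with coupling enzyme reagent (glyceraldehyde-3-phosphate), then 20 min with substrate and AmpLite Red detection. Fluorescence read at 525/598 nm; tests interference with the coupling assay, not aldolase inhibition.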
TRPV1 ag = activates the human vanilloid receptor TRPV1. activation, % at 8.33 µM. Q8NER1. 320,000 tested, 0.19% active. TRPV1-expressing cells, Fluo-8 calcium influx, agonist mode; in the data active = activation above about 80%; inconclusive = between about 30% and that limit; also: 0% is about no effect
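TRPV1-expressing cells were cultured overnight at 35.5C and loaded with Fluo-8 calcium dye for 40 to 90 min at room temperature. After a 10 s baseline, compound was added and calcium influx was read kinetically for 3 min (ex 480/em 520 nm).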
hERG WT inh = inhibitors of human wildtype KCNH2 potassium channel; Q12809; U2OS, BacMam KCNH2, thallium flux FluxOr; active compounds read low; activity change, % at 1.84 µM; 340,000 tested, 0.37% active; AID 720551;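 active = maximum activity change below -70%; inconclusive = maximum activity change between -70% and -50%; inactive = maximum activity change above -50%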; also: % is scaled to controls: 0 for no effect and ±100 for the full control effect
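U2OS cells were transduced with wild-type KCNH2 virus (2.03 x 10^8 / mL) for 4 h at room temperature, then cultured overnight at 37 C. Thallium flux was read with FluxOr dye. Rate constants were normalized to DMSO controls.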
MBNL1 CUG block = MBNL1-poly(CUG) RNA binding inhibition | Q9NR56 | TR-FRET MBNL1-His/biotin-(CUG)12 binding, 665/545 ratio | Potency, µM (highest dose often 57.5 µM), inactives show top-dose activity change, negative = inhibition, most hits filed as inhibitors | 280,000 tested, 0.036% active | AID 2675; active = well fitted inhibition curve with a large enough effect in the signal ratio, with a control signal flat, not every such curve was filed as active; inconclusive = small, poorly fitted or top-dose-only effect, or effect the other way, or a change in a side signal; inactive = no such curve, though single readings can be large or run the other way; the % refers to the signal ratio; also: potency is read from the fitted curve at half-maximal effect; % is scaled to controls: 0 for no effect and ±100 for the full control effect
Target sequence (Q9NR56 whole entry, looked up): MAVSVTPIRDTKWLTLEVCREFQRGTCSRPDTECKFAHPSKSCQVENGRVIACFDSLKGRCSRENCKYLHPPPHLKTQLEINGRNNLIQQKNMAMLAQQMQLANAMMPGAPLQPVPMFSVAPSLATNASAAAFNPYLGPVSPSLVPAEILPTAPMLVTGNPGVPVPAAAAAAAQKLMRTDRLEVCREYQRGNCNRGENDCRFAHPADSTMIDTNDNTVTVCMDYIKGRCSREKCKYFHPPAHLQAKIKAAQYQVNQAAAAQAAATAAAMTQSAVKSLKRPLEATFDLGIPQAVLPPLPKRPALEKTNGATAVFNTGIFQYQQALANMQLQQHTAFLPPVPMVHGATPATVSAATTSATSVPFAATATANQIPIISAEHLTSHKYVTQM
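Ratiometric TR-FRET (665 over 545 nm, excitation 340 nm) tracks disruption of MBNL1-His/biotin-(CUG)12 complex after 60 min at room temperature, with compounds at 92 nM to 58 uM final.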
Integrin act MD = activates integrin-mediated alleviation for muscular dystrophy. Potency, µM (series often up to 38.3 µM), for inactives: at the top dose activation, most hits filed as activators. alpha7betagal myoblasts, beta-gal FDG fluorescence, 48 h. 350,000 tested, 0.064% active. AID 624291;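 also: potency is read from the fitted curve at half-maximal effect; 100% = response of the positive control SU9516; nearly all actives have a fitted effect of over 60% in size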
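Alpha7betagal+/- myoblasts (passage 13) were plated 16-24 hr, then exposed to compounds (1:260 dilution of DMSO stock) for 48 hours at 37C. After MPER lysis, β-galactosidase reporter activity was read as FDG fluorescence (ex 480/em 540) after 30 minutes.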
ASM inhibitor = blocks human secretory acid sphingomyelinase. P17405. placental ASM, HMU-PC fluorogenic substrate, 60 min. Potency, µM (titrated, usually from 57.5 µM), for inactives: top-dose activity change, negative = inhibition, usual class: inhibitors. 340,000 tested, 0.006% active; also: potency is read from the fitted curve at half-maximal effect
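Fluorogenic HMU-PC substrate (9 uM final) is turned over by placental ASM in 60 min at 37 C after a 10 min compound preincubation. Reaction ended by alkaline stop (pH 10), with fluorescence read at 386/447 nm.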
* marks the source's active call; other numbers are inactive results; i = inactive; ? = inconclusive; . = no result given; [ ] = dose if it differs, or a comment. Unless noted, calls follow the shape of the dose curve; as a rule, active = well fitted curve in the direction sought with a large enough effect; inconclusive = small, poorly fitted or top-dose-only effect, or another doubt; inactive = no such curve, though single readings can be large; an effect the other way counts as inactive or inconclusive.

smiles	CXXC DNA block	GALK inhibitor	KCNH2 3.1 inh	A-T KAP1 phos	FBPA coupling cs	TRPV1 ag	hERG WT inh	MBNL1 CUG block	Integrin act MD	ASM inhibitor
O=C(Nc1nnc(CCc2ccccc2)s1)c1ccccc1F	-7%	5%	0	0%	4	24	-4	-2%	-11%	-1%
O=C(O)CSCc1nc2ccccc2[nH]1	9%	-1%	6	3%	0	-2	-2	3%	-16%	2%
COc1ccc(-c2[nH]ncc2/C=C(\C#N)C(=O)NC2CC2)cc1	-4%	1%	-5	-2%	-4	18	3	?	10%	3%
O=C(CSC1CN(C(c2ccccc2)c2ccccc2)C1)N/N=C/c1ccc(Cl)cc1Cl	2%	0%	-22	-1%	1	0	-18	.	-21%	-11%
Cc1cccc(-n2cc(CN3CCN(C(=O)c4ncn[nH]4)CC3)c(-c3cccc(F)c3)n2)c1	-2%	0%	1	1%	2	-2	-3	-10%	-9%	1%
Nc1nnc(SCCOc2ccc(Br)cc2)s1	-2%	0%	-5	3%	-2	16	-1	1%	-17%	-2%
O=C1C=C(c2ccc(F)cc2OCc2ccccc2)C[C@@H](c2ccc(F)cc2)C1	.	.	-34	11%	.	?	18	.	15%	-6%
CCCc1cc(=O)n2[nH]c(-c3ccc(Cl)cc3)cc2n1	0%	-2%	20	14%	-4	-1	14	13%	?	0%
O=C(CN1c2ccccc2Sc2ccccc21)NNC(=O)Nc1ccc(Cl)c(Cl)c1	21%	2%	-21	-11%	0	4	-13	2%	-34%	-12%
Cn1c(=O)c2c(ncn2CC(=O)Nc2ccc(Cl)cc2Cl)n(C)c1=O	1%	0%	0	-7%	-1	0	2	7%	-17%	0%
CN(c1ccc(C(=O)NCCC2=CCCCC2)cc1)S(C)(=O)=O	1%	0%	2	.	4	-1	13	0%	5%	-2%
CNC(=S)N(CCc1cccc(C)c1)Cc1cc2cc(OC)c(OC)cc2[nH]c1=O	6%	1%	25	-4%	-1	19	2	.	18%	-9%
O=C(NCCNC(=O)c1cnccn1)c1ccc(Cl)cc1	3%	13%	18	6%	9	0	-14	-3%	-17%	-2%
c1ccc2oc(SCc3cn4ccccc4n3)nc2c1	16%	2%	0	3%	2	-4	-2	-7%	17%	2%
CCOc1cc(CNc2ccc(N3CCOCC3)cc2)cc(Br)c1OCC	14%	.	-9	-9%	-2	4	-4	3%	-30%	-7%
CCOC(=O)CNC(=O)C1CCN(S(=O)(=O)c2ccc(-c3nn[nH]n3)cc2)CC1	13%	3%	2	-2%	2	-1	4	-5%	?	8%
COc1ccc(C(=O)NCCOc2ccccc2)cc1S(=O)(=O)N1CCOCC1	.	.	-5	6%	.	1	-4	.	3%	3%
O=C(Cc1ccc(Br)cc1)NCCc1ccccc1	.	.	-7	.	.	.	10	.	6%	0%
COc1ccc(O)c(C(=O)/C=C/c2cc3ccccc3o2)c1	16%	-3%	10	.	0	23	-5	5%	-45%[inhibitor]	-1%
CC1=C(C(=O)Nc2ccccn2)C(c2ccc(Cl)cc2Cl)NC(=S)N1 (stereo not given)	0%	-1%	4	0%	-1	?	-1	6%	5%	-3%
COc1ccc(C2=NN(CC(=O)NCc3ccco3)C(=O)CC2)cc1	7%	1%	-13	2%	1	3	10	-4%	5%	1%
O=C(O)CN(CCc1ccccc1)S(=O)(=O)c1ccccc1	9%	1%	-12	-16%	8	3	-4	-3%	?	3%
COC(=O)CCC(=O)Nc1cccc2c(NC(=O)CCC(=O)OC)cccc12	-2%	2%	4	.	5	2	-5	7%	-1%	-4%
Cc1cccc(CCNC(=O)CCNS(=O)(=O)c2cc(Br)cnc2N)c1	-3%	-1%	-4	5%	.	1	-12	2%	-1%	-1%
CSc1ncccc1C(=O)NCCc1ccc(Cl)cc1	4%	8%	11	-5%	0	14	0	-1%	15%	13%
COc1ccc(CCNC(=O)CSc2ccc3nnc(CCNC(=O)c4ccc(C)cc4)n3n2)cc1OC	.	.	-5	.	.	.	-7	.	-16%	2%
O=C(Oc1ccccc1N1C(=O)C2CCCCC2C1=O)c1ccccc1F (stereo not given)	56%[activator]	2%	9	2%	9	5	-8	-5%	4%	7%
CC1CCN(C(=O)C2CCN(S(=O)(=O)N3CCC4(CC3)OCCO4)CC2)CC1	1%	0%	-4	13%	0	2	-16	-8%	8%	6%
CCC1(c2ccc(Cl)cc2)NC(=S)N(c2ccc(C)c(C)c2)N1 (stereo not given)	-3%	-2%	43	-2%	1	4	-5	7%	6%	-6%
CC(NC(=O)c1ccccc1NS(C)(=O)=O)c1ccccc1 (stereo not given)	-1%	-2%	-1	14%	-1	-1	-3	-14%	-10%	0%
O=C(CN1C(=O)NC2(CCCCCC2)C1=O)c1ccc(Cl)cc1	.	.	-34	2%	.	0	-6	.	3%	3%
CCc1ccc(C(=O)COC(=O)c2cc([N+](=O)[O-])ccc2NCCO)cc1	3%	1%	-12	-10%	1	1	14	?	11%	-24%
CCOc1ncccc1C(=O)OCC(=O)NCCc1ccc(S(N)(=O)=O)cc1	.	.	8	7%	.	1	4	.	11%	0%
O=C(Nc1ccccc1F)c1ccc(OCc2ccccc2)cc1	7%	4%	-17	3%	2	20	0	-11%	40%	5%
CS(=O)(=O)N1CCC(C(=O)Nc2ccc(Cl)cc2)CC1	-8%	-1%	-6	3%	-2	4	-1	5%	?	0%
CC(C)C(NC(=O)c1ccccc1F)C(=O)NCc1ccc(S(=O)(=O)N2CCOCC2)cc1 (stereo not given)	.	.	2	-6%	.	-3	9	.	0%	2%
Cc1ccc(CNC(=O)c2ccc(C)s2)cc1	.	.	6	.	.	.	-9	.	-4%	-3%
Cc1ccc(NC(=O)CSc2nnc(CNC(=O)c3cccs3)o2)c(C)c1	2%	6%	?	-3%	5	5	-2	-17%	14%	1%
O=C(CN1C(=O)NC2(CCCC2)C1=O)OCc1ccc(Cl)c(Cl)c1	.	.	-14	-2%	.	-2	-11	.	4%	-2%
CC(C)(C)CC(=O)Nc1ccc(-c2nnc3n2CCCCC3)cc1	6%	.	2	8%	2	1	27	-8%	0%	2%
Cc1cc(C)c(S(=O)(=O)NCC(CCC(=O)O)C(F)(F)F)c(C)c1 (stereo not given)	5%	7%	7	-1%	5	-6	2	-1%	3%	2%
CC(Sc1nc(N2CCCCC2)c2c(c1C#N)CCCC2)C(=O)O (stereo not given)	1%	0%	3	7%	20	-3	7	12%	6%	4%
CCOc1ccc(N2C(=O)C(Cl)=C(Nc3ccccc3O)C2=O)cc1	-19%	-1%	-22	0%	0	12	15	?	-2%	-9%
CCOC(=O)/C=c1\s/c(=C\c2ccc(C#N)cc2)c(=O)n1CC(=O)NCc1ccco1	2%	.	-11	11%	2	-1	-1	13%	-12%	14%
CCC(Cc1ccccc1)NC(=O)CSc1ccsc1[N+](=O)[O-] (stereo not given)	6%	-5%	1	2%	1	5	2	?	-20%	-3%
CCOC(=O)c1sc2nc(C)n(N)c(=O)c2c1C	5%	-1%	-5	6%	-4	2	7	-3%	13%	-1%
O=C(Cc1cc(=O)oc2cc(O)ccc12)NC(Cc1ccc(Cl)cc1)C(=O)O (stereo not given)	11%	2%	8	-10%	1	-3	0	19%	-3%	i
O=C(c1ccccn1)N1CCN(S(=O)(=O)c2ccccc2)CC1	4%	-1%	-4	-8%	0	2	-4	-9%	20%	7%

Ordered by value in TRPV1 ag (falling): some entries from above
smiles	CXXC DNA block	GALK inhibitor	TRPV1 ag	MBNL1 CUG block	Integrin act MD	ASM inhibitor
CCOC(=O)/C=c1\s/c(=C\c2ccc(C#N)cc2)c(=O)n1CC(=O)NCc1ccco1	2%	.	-1	13%	-12%	14%
O=C(Cc1cc(=O)oc2cc(O)ccc12)NC(Cc1ccc(Cl)cc1)C(=O)O (stereo not given)	11%	2%	-3	19%	-3%	i
Cc1cc(C)c(S(=O)(=O)NCC(CCC(=O)O)C(F)(F)F)c(C)c1 (stereo not given)	5%	7%	-6	-1%	3%	2%

(more compounds)
smiles	CXXC DNA block	GALK inhibitor	KCNH2 3.1 inh	A-T KAP1 phos	FBPA coupling cs	TRPV1 ag	hERG WT inh	MBNL1 CUG block	Integrin act MD	ASM inhibitor
Nn1c(SCC(=O)Nc2cc(S(=O)(=O)N3CCOCC3)ccc2Cl)nnc1-c1cccnc1	-3%	-1%	3	7%	-1	3	-7	1%	2%	-5%
O=C(Nc1cccc2c1CCCC2)C1CCN(C(=O)NC2CCCCC2)CC1	-16%	15%	11	0%	0	0	-20	-6%	15%	3%
CCOC(=O)C1CCN(C(=O)CN2C(=O)C(CC)Oc3ccccc32)CC1 (stereo not given)	1%	-2%	-7	2%	3	1	-4	-3%	3%	3%
Cc1ccc2[nH]c3c(c2c1)CN(C)CC3	4%	-1%	-1	3%	-2	-1	12	?	21%	0%
